# tim10-1 inh: growth inhibitors of tim10-1 mutant yeast, primary screen, luminescence, uHTS. hit rate 2.2% among 330,000. inhibition, % at 20 µM. S. cerevisiae tim10-1 ts strain growth, BacTiter-Glo, 24 h. AID 463190, 2010;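 active means inhibition of at least 40%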;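 further: mutant grown at 25 °C; 0% = DMSO wells with yeast and 100% = wells holding no yeast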
# Mdm2 MdmX PPI: inhibitors of human Mdm2-MdmX association, primary screen, cell-based, luminescence, split luciferase, SaOS-2, uHTS. SaOS-2 split-luciferase Mdm2/MdmX complementation. inhibition, % at 8 µM. hit rate 3% among 330,000. Protein Mdm4 (Homo sapiens) + E3 ubiquitin-protein ligase Mdm2 (Homo sapiens), …;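 active means inhibition of at least 50% at 8 µM in the primary screen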
# Target sequence (O15151 whole entry, looked up): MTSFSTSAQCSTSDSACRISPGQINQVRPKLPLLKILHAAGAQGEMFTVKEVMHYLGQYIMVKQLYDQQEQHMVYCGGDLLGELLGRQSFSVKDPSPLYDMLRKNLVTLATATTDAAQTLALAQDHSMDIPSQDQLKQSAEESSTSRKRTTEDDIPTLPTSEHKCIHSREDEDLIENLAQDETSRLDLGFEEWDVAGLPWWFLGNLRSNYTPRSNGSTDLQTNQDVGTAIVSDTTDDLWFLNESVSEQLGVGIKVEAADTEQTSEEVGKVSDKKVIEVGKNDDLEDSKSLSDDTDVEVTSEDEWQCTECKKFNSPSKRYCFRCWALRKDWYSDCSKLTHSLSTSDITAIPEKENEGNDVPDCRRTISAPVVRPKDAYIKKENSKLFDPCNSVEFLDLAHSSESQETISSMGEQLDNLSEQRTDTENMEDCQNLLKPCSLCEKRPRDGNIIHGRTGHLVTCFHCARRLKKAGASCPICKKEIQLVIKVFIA
# Target sequence (Q00987 whole entry, looked up): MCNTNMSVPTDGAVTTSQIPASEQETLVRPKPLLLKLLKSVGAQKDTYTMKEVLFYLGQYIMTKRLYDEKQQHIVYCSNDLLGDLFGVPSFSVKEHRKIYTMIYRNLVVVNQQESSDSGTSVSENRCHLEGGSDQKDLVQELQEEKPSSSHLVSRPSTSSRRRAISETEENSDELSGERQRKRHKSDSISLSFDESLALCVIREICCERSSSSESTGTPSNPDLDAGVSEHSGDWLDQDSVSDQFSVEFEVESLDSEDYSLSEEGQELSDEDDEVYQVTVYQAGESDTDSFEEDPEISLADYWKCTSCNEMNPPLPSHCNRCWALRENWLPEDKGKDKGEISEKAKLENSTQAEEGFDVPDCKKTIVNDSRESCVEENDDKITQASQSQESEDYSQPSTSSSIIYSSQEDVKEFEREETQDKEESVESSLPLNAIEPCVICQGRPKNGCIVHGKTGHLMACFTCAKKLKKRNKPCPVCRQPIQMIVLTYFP
# Jurkat NFkB inh: inhibitors of induced NF-kB luciferase reporter, primary screen, TCR NF-kB activation inhibitor project, cell-based, luminescence, uHTS; Jurkat, PMA/ionomycin-induced NF-kB luciferase reporter; inhibition, % at 4 µM; hit rate 0.53% among 330,000; AID 435003, 2010; in the data active means inhibition above about 50%
# CHOP UPR activ: activators of apoptotic CHOP UPR arm, primary screen, cell-based, CHO-CHOP luciferase reporter, luminescence, uHTS; activation, % at 10 µM; AID 449763, 2010; UPR activation; percent of tunicamycin response over DMSO baseline; hit rate 0.34% among 330,000;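 active means at 10 µM dose, activation of 40% or more, normalized to positive control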;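 further: 100% = tunicamycin at 10 µg/mL and 0% = DMSO alone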
#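 Test system: CHO CHOP reporter cells. Input: 500 CHO-CHOP cells per well. Medium: F12 with 10% FBS. Technique: luciferase luminescence. Measure: percent activation relative to tunicamycin control. Dosing: 10 µM compound, 0.5% DMSO. Timing: 16-18 h cell attachment, then 6 h compound exposure, 37 °C.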
# XBP1 UPR activ: activators of adaptive XBP1 UPR arm, primary screen, cell-based, CHO-XBP1 luciferase reporter, luminescence, uHTS; IRE1-XBP1 UPR activation; percent of tunicamycin response, DMSO as zero; activation, % at 20 µM; hit rate 0.33% among 330,000; AID 463104, 2010;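 active means versus positive control, 20 µM dose yields 30% or more activation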;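 further: 100% = tunicamycin at 10 µg/mL and 0% = DMSO only wells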
#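 Assay system: IRE1-XBP1 luciferase reporter CHO line. Input: 1000 cells/well. Buffer or medium: F12 with 10% serum. Doses: 20 µM, 1% DMSO. Times: overnight seeding at 37 °C, 6 h compound treatment at 37 °C. Technique: Steady-Glo luciferase glow luminescence, 10 min after reagent addition.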
# 697 NFkB inh: inhibitors of PMA/ionomycin-induced NF-kB reporter, 697 cells, primary screen, B-cell NF-kB inhibitor project, cell-based, luminescence, uHTS | inhibition, % at 4 µM | hit rate 0.33% among 330,000 | 697 B-cell NF-kB luciferase reporter, 16 h | AID 435022, 2010; in the data active means inhibition above about 35%
# TIM10 inh: growth inhibitors of isogenic TIM10 control yeast, primary screen, counter-screen for tim10-1 yeast inhibitor project, luminescence, uHTS; inhibition, % at 10 µM; S. cerevisiae TIM10 strain growth, BacTiter-Glo luminescence, 24 h; hit rate 1.4% among 330,000;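 active means inhibition of 40% or more at the single tested concentration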;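 further: wild-type TIM10 isogenic control strain grown at permissive 25 °C; 0% = DMSO yeast wells and 100% = minimal medium wells without yeast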
# tim23-1 inh: growth inhibitors of tim23-1 mutant yeast, primary screen, luminescence, uHTS; AID 463212, 2010; inhibition, % at 20 µM; hit rate 1.3% among 330,000; S. cerevisiae tim23-1 growth, BacTiter-Glo luminescence, 24 h;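 active means growth inhibition of the mutant yeast at or above 50%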;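 further: temperature-sensitive mutant grown at 25 °C; plate controls were DMSO-treated mutant yeast for no effect and medium wells lacking yeast for full effect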
# * = called active by the depositor.
SMILES,tim10-1 inh,Mdm2 MdmX PPI,Jurkat NFkB inh,CHOP UPR activ,XBP1 UPR activ,697 NFkB inh,TIM10 inh,tim23-1 inh
CCCCC1(Br)C(=O)N(c2ccccc2)N(c2ccccc2)C1=O,12,3,-5,-3.1,-1,14,14,13
Cc1ccc2c(ccn3cc4c(c(=O)n(C)c(=O)n4C)c23)c1,-1,47,-22,2.4,7,0,2,-51
O=C(NNC(=O)c1ccc(Cl)s1)c1csc(N2CCOCC2)n1,18,13,3,-0.3,1,-3,9,16
O=C(NCCN1CCOCC1)c1ccc(NS(=O)(=O)c2cccc([N+](=O)[O-])c2)cc1,1,-10,-8,-0.6,3,-4,3,2
Clc1ccccc1Cn1nc(-c2ccccc2)nc1-c1ccccc1,17,4,-3,0.7,-1,-15,13,6
Cc1cc(N2CCCCC2)nc2ccccc12,9,-6,-13,2.7,-1,2,5,28
CC1CCCN(CC(=O)NC(=O)NC2CCCCC2)C1 (stereo not drawn),4,-15,-15,-0.9,2,-1,4,1
Cc1ccnc(SCC(=O)Nc2sc3c(c2C#N)CCC(C(C)(C)C)C3)n1 (stereo not drawn),28,20,-10,-0.3,0,-32,21,18
O=C(O)CCN1C(=O)C2C3c4ccccc4C(c4ccccc43)[C@@H]2C1=O (stereo partly drawn),-7,-17,-4,2.1,-1,10,16,-19
O=C(CCn1c(=O)oc2ccccc21)Nc1cccc(Br)c1,21,23,-4,-0.5,-5,9,16,21
O=C(COc1ccc(CO)cc1Cl)Nc1ccc(F)cc1,5,-114,-125,3.5,0,11,9,-4
CCNC(=O)COC(=O)c1cc(C)nc2ccccc12,5,17,2,-0.2,-2,14,-19,10
C/C(=N\NC(=O)c1ccccc1NC(=O)c1ccc(Cl)cc1)c1ccncc1,96*,-117,19,-9.2,-6,-27,96*,95*
O=S(=O)(NCc1ccccn1)c1cc(Cl)ccc1Cl,16,16,-32,1.6,-3,-44,4,15
Cc1cc(OCc2nnc(SCC(=O)O)n2-c2ccccc2)ccc1Cl,-2,-2,-19,2.3,-3,-25,9,8

# A draw from above in order of SMILES length, falling:
SMILES,tim10-1 inh,Mdm2 MdmX PPI,Jurkat NFkB inh,CHOP UPR activ,XBP1 UPR activ,697 NFkB inh,TIM10 inh,tim23-1 inh
O=C(O)CCN1C(=O)C2C3c4ccccc4C(c4ccccc43)[C@@H]2C1=O (stereo partly drawn),-7,-17,-4,2.1,-1,10,16,-19
Cc1ccnc(SCC(=O)Nc2sc3c(c2C#N)CCC(C(C)(C)C)C3)n1 (stereo not drawn),28,20,-10,-0.3,0,-32,21,18
CCCCC1(Br)C(=O)N(c2ccccc2)N(c2ccccc2)C1=O,12,3,-5,-3.1,-1,14,14,13
O=C(NNC(=O)c1ccc(Cl)s1)c1csc(N2CCOCC2)n1,18,13,3,-0.3,1,-3,9,16
CC1CCCN(CC(=O)NC(=O)NC2CCCCC2)C1 (stereo not drawn),4,-15,-15,-0.9,2,-1,4,1

# Only tim23-1 inh, for 6 of the compounds above:
Structure | tim23-1 inh
O=C(NNC(=O)c1ccc(Cl)s1)c1csc(N2CCOCC2)n1 | 16
O=C(NCCN1CCOCC1)c1ccc(NS(=O)(=O)c2cccc([N+](=O)[O-])c2)cc1 | 2
Clc1ccccc1Cn1nc(-c2ccccc2)nc1-c1ccccc1 | 6
Cc1cc(N2CCCCC2)nc2ccccc12 | 28
CC1CCCN(CC(=O)NC(=O)NC2CCCCC2)C1 (stereo not drawn) | 1
Cc1ccnc(SCC(=O)Nc2sc3c(c2C#N)CCC(C(C)(C)C)C3)n1 (stereo not drawn) | 18

# Carrying on:
SMILES,tim10-1 inh,Mdm2 MdmX PPI,Jurkat NFkB inh,CHOP UPR activ,XBP1 UPR activ,697 NFkB inh,TIM10 inh,tim23-1 inh
O=C(Cc1cnc2ncnn2c1)N1CCc2c([nH]c3ccccc23)C1c1ccccn1 (stereo not drawn),-3,-9,-3,-1.5,0,6,-11,59*
CC1(C)C(CO)=CC(=O)C2=C1SCC(=O)N2,1,5,2,-2.5,2,5,13,1
CC(C)CN(C(=O)CSc1nncn1-c1ccccc1)c1c(N)n(CC(C)C)c(=O)[nH]c1=O,9,4,12,0.3,1,0,4,-3
CCCOC1CCCN(C(=O)c2ccc(OC3CCN(C(=O)CCOC)CC3)cc2)C1 (stereo not drawn),1,-4,-5,2.0,-1,-11,4,-15
CCOC(=O)C1(Cc2cccc(F)c2)CCN(Cc2cnn(CC)c2)CC1,-7,17,-22,-0.5,0,-5,-13,4
COc1ccc(CNC(=S)NCc2ccc(OC(C)C)cc2)cc1,34,5,-8,-1.1,-2,23,9,1
COc1coc(C(O)C[N+](=O)[O-])cc1=O (stereo not drawn),8,-25,4,1.3,1,-12,7,10
CCOC(=O)N1CCC(NC(=O)c2cc3c(-c4ccc(Cl)cc4)nn(C)c3s2)CC1,8,48,21,1.9,3,13,2,10
CC(=O)Nc1ccc2c(CN3C(=O)NC(C)(c4ccc(C)cc4)C3=O)cc(=O)oc2c1 (stereo not drawn),8,25,10,-2.3,0,-1,5,8
NC(=O)CC(NC(=O)Cc1ccc(Br)cc1)c1ccc(NCCOc2ccccc2)c([N+](=O)[O-])c1 (stereo not drawn),-12,6,12,0.2,-5,-9,-3,2
COCc1cc(=O)[nH]c(/N=C(\N)Nc2ccc(C)cc2C)n1,-7,28,12,-1.2,0,13,-9,0
COc1ccc(NC(=O)CSc2nnc3ccc(-c4ccccn4)nn23)cc1,3,-5,-7,-0.7,-1,10,4,8
O=C(Cc1ccc2c(c1)OCCO2)N1CCN(S(=O)(=O)c2cccc(C(F)(F)F)c2)CC1,27,-3,11,2.9,-3,-8,6,32
O=[N+]([O-])C1=CC=C2C(=NC3(CCCCC3)N2O)C1=NC1CCCCC1,3,17,22,0.8,-1,9,14,6
Cc1ccc2c(c1)-n1c(nc3cc(F)ccc3c1=O)C(Cc1ccc(O)cc1)NC2=O (stereo not drawn),-4,1,2,-1.1,4,6,4,-14
CC(C)(C)C(=O)NNC(=O)C1CC1(c1ccccc1)c1ccccc1 (stereo not drawn),-12,3,12,-0.7,5,7,17,19
C=CCC[C@H](Cc1ccc(F)cc1)C(=O)OC[C@H](Cc1c[nH]c2ccccc12)NC(=O)[C@@H](CC=C)CC(=O)N[C@H](CO)Cc1ccccc1,12,85*,3,18,-1,-8,0,20
N#Cc1ccc(Oc2cccnc2)cc1C#N,13,19,-10,-0.8,-1,-23,-4,16
Cc1c(C(=O)N2CCC(C(N)=O)CC2)sc(N)c1C#N,-15,-23,-8,-1.0,-2,-23,-6,0
O=[N+]([O-])c1ccc2c(c1)CNc1ccccc1O2,37,18,1,-0.7,2,-5,8,21
CCCCn1c(N)c(N(CC(C)C)C(=O)c2oc3ccc(OCC)cc3c2C)c(=O)[nH]c1=O,-3,-16,7,-2.5,-3,-6,3,8
CC1CCCCC1NC(=O)c1cn(C)c2ccc(S(=O)(=O)N3CCOCC3)cc2c1=O (stereo not drawn),19,21,13,-0.6,-4,23,-8,20
Cn1c(SCC(=O)Nc2sccc2C#N)nnc1C1CC1,-12,7,-12,-1.2,1,15,2,1
Brc1ccc(-c2nnc(-c3ccc4c(c3)OCO4)o2)o1,3,-192,-106,1.1,1,-115,-16,-17
Cc1ccc(CN2CCN(CC(=O)N/N=C/c3ccccc3F)CC2)cc1,2,-1,-38,5.1,1,-48,8,-9
COc1cc(/C=C2\N=C(c3ccccc3)OC2=O)ccc1OC(C)=O,36,5,-18,0.9,-5,-12,27,32
Cc1ccc(S(=O)(=O)N2CCN(C(=O)N(C)C)CC2)cc1C,14,19,11,-1.6,-6,18,-8,15
O=C(CSc1oc(-c2cccs2)nc1S(=O)(=O)c1ccccc1)NC1CCCCC1,-6,17,0,11,1,-4,14,-2
CC(C)(C)N1C(=O)c2ccc(C(=O)Nc3cc(C(=O)O)cc(C(=O)O)c3)cc2C1=O,-29,12,0,1.9,-4,6,-6,1
CCOC(=O)C1CCC/C1=N\NC(=O)CN(c1cc(OC)ccc1OC)S(=O)(=O)c1ccccc1 (stereo not drawn),-5,-21,22,2.2,-4,1,8,8
Cc1cccc(N2C(=O)SC(SC(=Nc3ccccc3)Nc3ccccc3)C2=O)c1 (stereo not drawn),40,-27,-12,4.7,-1,-57,25,50
O=C(Nc1ccc(F)cc1)c1cccc(C(=O)Nc2ccc(F)cc2)c1,-25,5,-8,-0.1,-1,1,6,-8
COc1cc(Oc2nc(C(F)(F)F)nc3ccccc23)ccc1C=O,18,2,9,3.6,-4,-9,38,34
COc1ccc(CN(C)C(=O)c2ccccc2Sc2ccccc2C#N)c(OC)c1,17,6,-7,1.3,-6,-5,9,32
COCCN(C(=O)CNC(=O)c1cccs1)C(C(=O)NC(C)(C)C)c1ccccc1 (stereo not drawn),18,-10,8,-1.5,2,8,7,0
COCc1cc(CN2CCN(CCCc3ccccc3)C(CCO)C2)ccc1OC (stereo not drawn),3,7,9,-4.7,2,-2,-8,7
COC(=O)N/N=C/c1cc(OC)c(O)c([N+](=O)[O-])c1,2,-3,-6,-0.7,1,13,12,16
CC(C)N(Cc1cnn(C)c1)Cc1nc(COc2ccccc2)no1,2,-14,0,1.9,0,-3,9,17
COc1ccc(/C=C2\CCc3ccccc3C2=O)cc1O,54*,47,-28,-0.1,19,-41,45*,65*
CCOc1ccc2[nH]c(=O)c(CN(CCO)C(=O)c3ccc(F)cc3)cc2c1,6,-4,8,-2.3,-3,13,2,8
Cc1cc(C)c2[nH]c(=O)c(CN(CC3CCCO3)C(=S)NCc3ccco3)cc2c1 (stereo not drawn),-3,6,-6,0.1,-4,14,13,-4
CC1=C(C(=O)O)N2C(=O)C(NC(=O)c3nn(C)cc3[N+](=O)[O-])C2SC1 (stereo not drawn),8,-6,-14,1.2,-3,6,3,-4
Cn1c(SCC(=O)N2CCN(C(=O)c3ccco3)CC2)nnc1-c1ccc(NS(C)(=O)=O)cc1,-5,12,6,-1.4,5,16,3,7
CCN(CC)CCSc1nc2ccccc2n1Cc1ccccc1,20,-8,-19,-1.4,-3,-61,6,14
Cc1ccccc1OCC(=O)NC(=S)Nc1ccc(N2CCOCC2)c(Cl)c1,1,24,8,-0.7,-3,21,-4,38

# Screening results: PubChem, Sanford-Burnham Center for Chemical Genomics
